Compound activity deposited in PubChem BioAssay by several laboratories.
5HT1a ag: human 5-HT1a receptor agonists, primary screen, cell-based, CHO, Ga15 NFAT-bla reporter; CHO 5-HT1a Ga15 NFAT-bla reporter, FRET ratio; 0% basal, 100% maximal reference agonist; activation, % at 10 µM; AID 567, 2006; 65,000 tested, 0.56% active;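 active means activation above the screen-wide mean activation plus 3 SD, cut at about 19% in these data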;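 further: 0% = DMSO wells and 100% = 5-CT at EC100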
SF1 activator: activators of human SF-1, primary screen, cell-based, CHO-K1, Gal4-SF-1 LBD, luciferase luminescence; Steroidogenic factor 1 (Homo sapiens), Q13285; CHO-K1 Gal4-SF-1 LBD luciferase reporter; % increase over DMSO SF-1-specific signal; activation, % at 10 µM; 65,000 tested, 1.9% active; AID 522, 2006;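 active means activation above the mean activation of all tested compounds plus 3 SD, cut at about 50% in these data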
Target sequence (Q13285 whole entry, looked up, the tested form may be a part): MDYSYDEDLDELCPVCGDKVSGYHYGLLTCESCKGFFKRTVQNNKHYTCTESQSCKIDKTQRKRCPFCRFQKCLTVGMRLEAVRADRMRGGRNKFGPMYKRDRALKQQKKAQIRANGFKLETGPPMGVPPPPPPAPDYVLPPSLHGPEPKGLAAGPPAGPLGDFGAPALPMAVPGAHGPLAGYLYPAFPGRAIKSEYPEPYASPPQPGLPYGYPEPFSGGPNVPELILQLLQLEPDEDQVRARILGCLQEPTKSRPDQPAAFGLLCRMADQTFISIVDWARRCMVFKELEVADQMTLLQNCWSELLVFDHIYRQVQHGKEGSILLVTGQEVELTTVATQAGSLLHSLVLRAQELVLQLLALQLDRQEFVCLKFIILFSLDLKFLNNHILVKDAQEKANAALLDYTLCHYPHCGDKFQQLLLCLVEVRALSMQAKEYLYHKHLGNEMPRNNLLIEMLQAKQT
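Test system: CHO-K1 cells with Gal4–hSF-1 LBD chimera plus Gal4-driven luciferase; Input: 4,000 cells/well; Compound: 10 µM only; Times: 20 h compound treatment, 37 °C; Measured by: steady-glow luciferase luminescence, read after 15 min reagent incubation; Measure: percent activation versus DMSO; Control set: DMSO and mock-transfected background; Replicates: one test per compound.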
NADH coupling: inhibitors of PK/LDH coupling enzymes, profiling panel, artefact control, biochemical, MLSMR library | AID 774, 2007 | coupled PK/LDH NADH assays, four targets | IC50, µM (series often up to 10 µM), inactives show at the highest dose inhibition | 65,000 tested, 0.02% active;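 active means single-dose screening hits from any of four coupled enzyme assays that gave an IC50 when retested across doses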;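 further: the DPM-DC format reads NADH fluorescence rather than 340 nm absorbance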
5HT1a antag: human 5-HT1a receptor antagonists, primary screen, cell-based, CHO, Ga15 NFAT-bla reporter; CHO 5-HT1a Ga15 NFAT-bla reporter, antagonist mode; inhibition, % at 10 µM; 62,000 tested, 0.68% active; AID 612, 2007;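 active means inhibition above the mean of all tested compounds plus 3 SD, cut at about 43% in these data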;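 further: receptor stimulated by 5-CT agonist at 100 nM near EC80; beta-lactamase reporter measured by ratiometric fluorescence of a cleavable substrate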
tolC growth inh: growth inhibitors of E. coli tolC mutant, primary screen, strain BW25113 ΔtolC::kan, 384-well | AID 573, 2007 | growth inhibition, % at 10 µM (by protocol) | OD615 | 65,000 tested, 2.2% active;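 active means growth inhibition at or above a cutoff equal to the mean over every tested compound plus 3 SD, cut at about 60% in these data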;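 further: growth measured after 20 h incubation at 37 °C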
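Doses: one dose of 10 µM final / Material: E. coli BW25113 ΔtolC::kan, tolC deletion mutant strain / Buffer or medium: LB with kanamycin 50 µg/mL / Evaluation: percent growth inhibition / Detection: optical density read at 615 nm / Incubation: 37 °C, 20 h exposure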
MMP13 inh: human MMP13 inhibitors, primary screen, biochemical, FRET peptide cleavage. MMP-13 fTHP FRET cleavage, Mca fluorescence. inhibition, % at 4 µM. 65,000 tested, 0.07% active. AID 570, 2006;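 active means inhibition above the mean of compound-free control plate wells plus 3 SD, cut at about 14% in these data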;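 further: 0% = DMSO wells and 100% = wells with reference MMP-13 inhibitor after basal subtraction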
RORa activator: activators of orphan receptor RORA, primary screen, cell-based, luminescence | 65,000 tested, 1.5% active | AID 560, 2006 | activation, % at 10 µM | CHO-K1 Gal4-RORA LBD luciferase reporter; percent increase over mock-subtracted basal signal | Nuclear receptor ROR-alpha (Homo sapiens), P35398;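 active means activation above the mean of all tested compounds plus 3 SD, cut at about 49% in these data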;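 further: 0% = DMSO-treated RORA cells and 100% = added signal equal to DMSO minus mock-transfected cells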
HTR1E agonist: 5-HT1E receptor agonists, primary screen, cell-based, HTS | 5-hydroxytryptamine receptor 1E (Homo sapiens), P28566 | CHO 5-HT1E Ga15 NFAT-bla reporter, FRET; 0% DMSO wells, 100% control agonist wells | activation, % at 6 µM | 65,000 tested, 0.69% active;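 active means activation above a set limit, the screen-wide mean activation plus 3 SD, cut at about 8.5% in these data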;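 further: 100% = positive control agonist at 1 µM giving full maximal response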
Target sequence (P28566 whole entry, looked up): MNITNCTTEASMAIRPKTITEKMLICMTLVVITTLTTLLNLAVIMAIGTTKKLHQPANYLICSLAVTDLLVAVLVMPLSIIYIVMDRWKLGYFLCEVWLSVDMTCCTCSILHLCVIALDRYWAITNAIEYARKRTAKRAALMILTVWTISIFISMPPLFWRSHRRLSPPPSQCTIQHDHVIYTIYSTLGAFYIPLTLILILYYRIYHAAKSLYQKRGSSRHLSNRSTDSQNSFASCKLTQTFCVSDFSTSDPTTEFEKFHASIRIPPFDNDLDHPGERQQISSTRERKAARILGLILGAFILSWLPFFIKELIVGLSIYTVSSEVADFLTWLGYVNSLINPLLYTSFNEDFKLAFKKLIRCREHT
HTR1E antagonist: 5-HT1E receptor antagonists, primary screen, cell-based, HTS. 5-hydroxytryptamine receptor 1E (Homo sapiens), P28566. CHO 5-HT1E Ga15 NFAT-bla reporter, FRET, antagonist. inhibition, % at 6 µM. 65,000 tested, 0.99% active. AID 571, 2007;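 active means inhibition above a set limit, the mean inhibition across every tested compound plus 3 SD, cut at about 29% in these data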;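 further: signal is the 460 over 535 nm emission ratio of beta-lactamase substrate; 0% = agonist plus DMSO wells and 100% = wells without agonist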
* = called active by the depositor; i = inactive; · = not tested or not shown; [ ] = another dose, or the depositor's remark.

The line under a structure holds: 5HT1a ag	SF1 activator	NADH coupling	5HT1a antag	tolC growth inh	MMP13 inh	RORa activator	HTR1E agonist	HTR1E antagonist
C/C(=N\O)C(=O)NCCCNCCCN(C)C
 : 3.0	-4.9	2.0%	·	8.7	2.8	-8.2	-0.2	-0.9
Cc1noc(C)c1S(=O)(=O)N1CCCC(C(=O)N2CCC(C)CC2)C1 (centres undefined)
 : -1.1	12.0	5.0%	1.6	-12.5	-4.1	7.9	-0.3	1.3
CCCS(=O)(=O)N1CCC(C(=O)c2cccc(C(F)(F)F)c2)CC1
 : -1.1	-19.2	4.0%	6.1	11.8	9.0	-8.7	-0.9	0.1
COc1ccc(C2C3=C(CC(C)(C)CC3=O)Oc3ncn(CC(C)C)c(=N)c32)cc1 (centres undefined)
 : 2.9	-4.0	3.0%	-13.9	-8.3	-0.4	-10.5	0.7	7.6
O=c1oc(-c2cccnc2)nc2ccccc12
 : 1.5	6.0	6.0%	-5.6	-26.5	2.5	-4.6	0.5	1.7
O=C(Oc1cc2oc(=O)c3c(c2cc1Cl)CCCC3)c1ccco1
 : 3.1	-14.7	4.0%[fluoresces]	4.0	17.0	-407.9[fluorescence artefact?]	3.0	1.3	-12.1
CCCCC(=O)NCCc1cc2c(C)ccc(C)c2[nH]c1=O
 : 1.3	9.6	2.0%	-6.2	-1.1	-4.1	12.3	1.3	0.8
O=C(Nc1ccc(Cl)cc1)Nc1ccccc1C(=O)NCc1ccco1
 : -1.1	3.4	7.0%	15.6	-6.7	-22.8	-9.5	-0.6	2.3
O/N=C1/CCCCC1c1ccccn1 (centres undefined)
 : -3.4	-6.4	8.0%	4.0	-16.1	0.9	-8.8	0.6	-4.4
O=C(CN1C(=O)c2ccccc2S1(=O)=O)N1CCc2ccccc21
 : -2.1	-46.2	2.0%	-4.4	-5.2	0.2	-37.5	0.5	-3.2
Cc1nc2ccc3nc(NC(=O)c4ccc5c(c4)OCCO5)sc3c2s1
 : -4.1	27.9	7.0%	-1.6	9.5	-25.5	24.2	1.3	4.9
c1ccc(-c2nnc(CSc3nnc(-c4cccs4)o3)o2)cc1
 : 0.9	6.3	3.0%	-4.9	15.6	1.2	14.3	0.5	-2.6
COc1ccc2c(=O)c(N3C(=O)c4ccccc4C3=O)c(C)oc2c1
 : 1.1	0.8	3.0%	15.1	-10.0	2.1	7.6	0.5	6.8
CN(C)CCCNC(=O)c1ccc(-c2ccccc2)cc1
 : -5.6	-12.1	5.0%	11.0	3.8	-0.4	10.2	-1.1	5.6
O=S(=O)(N1CCOCC1)n1c(Cc2ccccc2)nc2ccccc21
 : -2.4	7.0	2.0%	2.6	25.4	0.1	-17.6	-0.2	10.6
O=C1c2ccccc2C(Nc2ccc3c(c2)OCCO3)N1Cc1ccc2c(c1)OCO2 (centres undefined)
 : -1.1	0.8	1.0%	20.9	15.2	1.5	-33.5	1.1	28.4
CC1=C(C(=O)NCc2ccccn2)C2(CCC(C)CC2)OC1=O (centres undefined)
 : -4.7	0.6	1.0%	0.9	-4.0	4.2	-19.1	1.5	-0.9
Cc1nc2ccc(NC(=O)N3CCOCC3)cc2s1
 : -0.6	21.8	2.0%	0.3	-2.5	-3.1	19.2	-0.4	0.2
CCN(CC)S(=O)(=O)c1cccc(C(=O)NCC(=O)OCC(=O)NCc2ccccc2)c1
 : -3.2	14.5	0.0%	4.6	-10.8	5.5	3.3	-0.8	5.9
O=C(OCn1nnc2ccccc2c1=O)C1=COCCO1
 : -2.2	-12.0	6.0%	1.3	-5.8	-1.0	-9.8	-1.0	-2.1
CCOc1ccc(N(CC(=O)Nc2cccc(OC)c2)S(=O)(=O)c2c(C)noc2C)cc1
 : 0.4	-29.7	5.0%	18.4	70.1*	4.6	31.9	0.5	1.8
O=C1N(CC(=O)N2CCc3ccccc32)CCN1Cc1ccccc1Cl
 : -0.8	-7.9	3.0%	2.9	6.3	5.0	-8.2	0.2	5.7
C/C=C/c1ccc(OCCSc2nc(C)cc(=O)[nH]2)c(OC)c1
 : 0.9	-4.6	8.0%	-10.4	6.4	2.0	-2.1	0.1	-1.7
CCOC(=O)/C=C1\SCC(=O)N1CC(=O)NC1CCCCC1
 : -6.4	-5.1	5.0%	6.3	-7.1	3.4	3.0	-0.5	-8.5
CCOC(=O)C1CCCN(CC(=O)Nc2c(C(=O)OC)[nH]c3ccc(C)cc23)C1 (centres undefined)
 : 0.2	12.4	12.0%	16.8	13.4	-49.5[fluorescence artefact?]	19.5	0.1	9.1
O=C(CCCSc1nc2ccccc2[nH]1)NCc1ccco1
 : -2.6	8.1	7.0%	-4.7	6.5	-9.5	-28.6	0.5	-8.6
O=C(COC(=O)Cn1cnc2ccccc21)Nc1ccc2c(c1)OCCO2
 : -2.5	-8.0	8.0%	-5.5	-11.5	-4.1	-5.7	-0.1	14.7
Cc1ccc2[nH]c(=O)c(CNC(C)(C)C)cc2c1
 : -1.4	-1.5	7.0%	7.9	-26.9	-9.2	-14.8	-0.1	4.4
COc1ccc(N=C2CCCN2CC(N)=O)cc1
 : -2.8	-6.9	7.0%	-3.2	-13.7	1.6	0.5	0.5	1.6
COc1ccc(C(=O)CSc2nnc(CNc3ccc(C)cc3C)n2Cc2ccco2)cc1
 : -0.5	-9.8	4.0%	-2.9	7.2	2.4	-1.7	0.6	-15.3
CC1C(=O)C(C)C(c2ccc3c(c2)OCO3)NC1c1ccc2c(c1)OCO2 (centres undefined)
 : -1.8	-13.5	8.0%	14.8	-6.2	2.4	-9.4	0.0	1.0
COc1ccccc1N(CCC#N)C(=O)CSc1nc(-c2ccccc2)cn1N
 : 0.1	-12.2	7.0%	-9.7	1.2	-1.3	-2.3	0.1	-2.0
Cc1ccc(-n2nnnc2SCc2nnc(-c3ccccc3Br)o2)c(C)c1
 : -2.7	-12.7	6.0%	-6.8	35.0	4.9	-15.5	-0.8	18.9
O=C(NCCCN1CCC(Cc2ccccc2)CC1)C1CCN(S(=O)(=O)N2CCOCC2)CC1
 : -2.6	9.5	9.0%	8.0	-5.9	1.9	3.9	2.8	-1.9
O=C(CSc1nnc(Cc2ccccc2)n1-c1ccccc1)N1CCOCC1
 : -3.1	2.1	5.0%	12.8	-6.2	-9.6	-6.8	-1.8	2.9
O=C(Sc1nnc(-c2ccccc2)o1)N1c2ccccc2Sc2ccccc21
 : 0.8	-19.3	12.0%	1.6	8.0	1.3	-25.1	0.5	-5.0
COc1ccc2cc(C(=O)N3CCOCC3)sc(=O)c2c1OC
 : -1.1	6.0	6.0%	-6.9	-1.4	2.3	-11.6	1.1	1.8
Nc1ccc(-c2nc3c(Cl)c(N)ccc3[nH]2)cc1
 : 1.1	1.5	8.0%[fluoresces]	3.8	-4.9	i[fluorescence artefact?]	3.8	1.0	0.0
Cc1ccc(NCc2nnc(SCC(=O)N(Cc3ccccc3)C(C)(C)C)o2)c(C)c1
 : -2.3	12.6	6.0%	28.9	6.8	2.7	5.5	-0.9	15.7
CCOCC(=O)Nc1nc2ccc(S(C)(=O)=O)cc2s1
 : -3.6	22.7	10.0%	-11.1	-4.5	-0.2	0.7	0.1	-11.1
CCOC(=O)c1sc2nc(CC(=O)OC)nc(NCCN3CCOCC3)c2c1C
 : 1.3	-1.4	8.0%	-15.5	0.3	-30.1	-10.0	1.6	3.6
CC(NC(=O)c1ccncc1)C(c1cccs1)N1CCOCC1 (centres undefined)
 : -4.0	-5.1	6.0%	0.4	-16.4	-0.2	-18.4	0.3	1.3
CCCc1cc(=O)[nH]c(SCC)n1
 : -2.0	-1.0	6.0%	1.5	-3.1	-0.5	-3.8	-0.8	-3.4
COCCNC(=O)CN(C)S(=O)(=O)c1ccc2c(c1)OCCO2
 : -2.4	-2.0	5.0%	-5.4	-5.1	4.0	12.9	-1.7	-12.6
Cn1c(Cn2c(=O)sc3ccccc32)nnc1SCC(=O)Nc1ccc(Cl)cc1
 : -0.7	-13.7	3.0%	6.3	-4.3	2.6	8.7	-0.3	8.6
COC(=O)c1cc(Br)c(=O)n(-c2ccc(OC)cc2)c1
 : 0.0	-9.8	5.0%	-11.0	-7.7	-1.2	8.4	-0.3	6.3
O=C(NCC1CCCO1)c1ccc(COc2ccc(F)cc2)o1 (centres undefined)
 : -0.9	4.3	3.0%	-2.1	-1.0	3.0	-3.0	-0.4	-8.5
COc1ccc(C(CNC(=O)c2cccc(N(C)C)c2)N2CCCC2)cc1 (centres undefined)
 : 9.2	9.7	11.0%	-3.6	-11.8	-1.5	1.9	-0.1	-4.2
CCN(CC)S(=O)(=O)c1ccc(-c2nnc(SCC(=O)Nc3nc(C)cs3)o2)cc1
 : -0.7	-22.3	5.0%	5.6	35.3	1.8	21.9	0.7	-6.7
COc1ccc(NC(=O)c2ccco2)cc1NC(=O)c1ccc(Br)o1
 : 2.2	-26.1	11.0%	-7.0	-18.1	2.8	-13.8	-0.3	1.1
COCCNc1oc(-c2ccccc2Cl)nc1C#N
 : 0.8	-12.7	8.0%	-4.9	-4.3	-15.4	-0.1	1.1	-8.7
S=c1[nH]c2ccc(Cl)cc2[nH]1
 : -4.8	-17.1	4.0%	7.8	-20.5	-0.1	-2.4	-0.2	-4.2
CCCOc1ccc(N2C(=O)CC(SCCN)C2=O)cc1 (centres undefined)
 : -3.9	-20.5	3.0%	5.6	-25.2	-3.8	31.9	0.1	-11.1
O=C(CCc1nc(-c2ccccc2F)no1)NCCN1CCc2ccccc2C1
 : 6.1	-11.9	26.0%	10.0	-16.3	3.5	6.3	-0.8	-1.6
CCOC(=O)c1c(C(C)(C)C)oc2ccc(OCC#N)cc12
 : -2.3	-11.2	0.0%	-8.4	53.9	1.7	7.4	0.8	8.4
O=C1C=C(NCc2ccncc2)CC(c2ccccc2)C1 (centres undefined)
 : -2.5	-16.1	2.0%	14.8	-14.8	1.5	10.6	3.0	-5.0
CCN(C(=O)c1cccs1)c1nnc(-c2ccncc2)s1
 : 1.0	24.5	1.0%	-0.1	-15.0	-9.0	0.3	-0.9	3.3
CC(OC(=O)CN(C)S(=O)(=O)c1ccc(Cl)cc1)C(=O)Nc1ccc(N2CCOCC2)cc1 (centres undefined)
 : -3.2	11.5	5.0%	3.3	-7.0	3.0	-4.1	0.4	-8.8
O=C(NCCc1ccccn1)C1CCCN(S(=O)(=O)Cc2ccccc2)C1 (centres undefined)
 : -1.4	-13.1	2.0%	4.8	-6.6	5.0	-1.6	-0.6	0.8
c1ccc2c(c1)ncn2CCn1cnc2ccccc21
 : -3.0	0.9	0.0%	-4.4	-9.5	-1.1	-5.5	0.1	7.2
